EBI2 block: EBI2 receptor antagonists, beta-arrestin recruitment, primary screen, cell-based, luminescence, 7a,25-OHC stimulation, uHTS | 360,000 compounds, 0.81% hits | 7a,25-OHC stimulated | AID 651636, 2012 | inhibition, % at 5 µM; in the data active = inhibition above about 38%;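 note: enzyme fragment complementation signal reports receptor beta-arrestin coupling in cells; 0% = agonist plus DMSO wells and 100% = wells without agonist; some results beyond the cut were filed as inactive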
Target sequence (P32249 whole entry, looked up, the tested form may be a part): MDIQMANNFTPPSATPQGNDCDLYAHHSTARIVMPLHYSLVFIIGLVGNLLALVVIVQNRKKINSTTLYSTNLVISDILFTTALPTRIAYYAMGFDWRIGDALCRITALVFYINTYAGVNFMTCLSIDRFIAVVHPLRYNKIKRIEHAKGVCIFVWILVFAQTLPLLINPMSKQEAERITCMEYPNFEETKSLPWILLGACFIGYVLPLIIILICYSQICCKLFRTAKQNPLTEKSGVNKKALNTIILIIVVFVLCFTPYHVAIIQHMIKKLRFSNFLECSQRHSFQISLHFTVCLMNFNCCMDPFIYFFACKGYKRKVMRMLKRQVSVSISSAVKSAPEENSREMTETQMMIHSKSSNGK
Active calls of the source: *. Some of the compounds tested, so the mix of outcomes need not match the whole.

COc1ccc(-n2nnnc2C2(C)CCC(=O)N2Cc2ccccc2)cc1 (stereo not given)
  EBI2 block: -7

CC(=O)N1CCC(C(=O)N2c3ccccc3N=C(c3ccc4c(c3)OCO4)C2C(=O)Nc2c(C)cccc2C)CC1 (stereo not given)
  EBI2 block: -1

COC(=O)[C@@]12C[C@@H](CC(=O)NCCC(C)C)C(=O)N(CCc3ccc(OC)c(OC)c3)C1=CCC(C)(C)C2
  EBI2 block: -3

CC(C)(C)NC(=O)C(C1CC1)n1c(-c2ccccc2)nc2ccccc21 (stereo not given)
  EBI2 block: -2

Cc1cccc(C)c1NC(=O)C(c1ccccc1F)n1c(=O)c(-c2ccco2)nc2ccccc21 (stereo not given)
  EBI2 block: 5

O=C(NCc1ccccc1)C(c1cc2ccccc2o1)n1c(=O)c(-c2ccccc2)nc2ccccc21 (stereo not given)
  EBI2 block: -7

CCCCCCCCN1C(=O)[C@H](CC(=O)NCCCOC)C[C@@]2(C(=O)OC)CC(C)(C)CC=C12
  EBI2 block: 5

CCCN1C[C@@H](C)[C@@H](OC)CN(C)C(=O)c2ccc(NC(=O)c3cccc(F)c3)cc2OC[C@H]1C
  EBI2 block: -7

CC(C)CN1C(=O)CN(S(C)(=O)=O)CC1(C)C(=O)NC(C)C (stereo not given)
  EBI2 block: -2

COc1ccc(C2=Nc3ccccc3N(C(=O)Cc3cc(OC)cc(OC)c3)C2C(=O)NC(C)C)cc1 (stereo not given)
  EBI2 block: -1

O=C(C[C@@H]1CC[C@H](NC(=O)Nc2ccc(F)cc2)[C@@H](CO)O1)NCc1cccc(F)c1
  EBI2 block: -3

COC(=O)C1=CN(c2ccc(Oc3ccccc3)cc2)C(N)=C(C#N)C1c1ccc(-c2ccccc2)cc1 (stereo not given)
  EBI2 block: 9

CC1(C(=O)Nc2ccc3c(c2)OCCO3)CN(S(C)(=O)=O)CC(=O)N1CC(F)(F)F (stereo not given)
  EBI2 block: -12

COC(=O)[C@@]12C[C@@H](CC(=O)NCc3ccccc3)C(=O)N(Cc3ccccc3)C1=CCC(C)(C)C2
  EBI2 block: 10

CN(Cc1ccccc1)C(=O)C(=O)c1ccccc1
  EBI2 block: -4

Twelve structures from above, sorted by molecular weight, ascending:
CN(Cc1ccccc1)C(=O)C(=O)c1ccccc1
  EBI2 block: -4

CC(C)CN1C(=O)CN(S(C)(=O)=O)CC1(C)C(=O)NC(C)C (stereo not given)
  EBI2 block: -2

CC(C)(C)NC(=O)C(C1CC1)n1c(-c2ccccc2)nc2ccccc21 (stereo not given)
  EBI2 block: -2

COc1ccc(-n2nnnc2C2(C)CCC(=O)N2Cc2ccccc2)cc1 (stereo not given)
  EBI2 block: -7

O=C(C[C@@H]1CC[C@H](NC(=O)Nc2ccc(F)cc2)[C@@H](CO)O1)NCc1cccc(F)c1
  EBI2 block: -3

CC1(C(=O)Nc2ccc3c(c2)OCCO3)CN(S(C)(=O)=O)CC(=O)N1CC(F)(F)F (stereo not given)
  EBI2 block: -12

Cc1cccc(C)c1NC(=O)C(c1ccccc1F)n1c(=O)c(-c2ccco2)nc2ccccc21 (stereo not given)
  EBI2 block: 5

COC(=O)[C@@]12C[C@@H](CC(=O)NCc3ccccc3)C(=O)N(Cc3ccccc3)C1=CCC(C)(C)C2
  EBI2 block: 10

CCCCCCCCN1C(=O)[C@H](CC(=O)NCCCOC)C[C@@]2(C(=O)OC)CC(C)(C)CC=C12
  EBI2 block: 5

COC(=O)C1=CN(c2ccc(Oc3ccccc3)cc2)C(N)=C(C#N)C1c1ccc(-c2ccccc2)cc1 (stereo not given)
  EBI2 block: 9

COc1ccc(C2=Nc3ccccc3N(C(=O)Cc3cc(OC)cc(OC)c3)C2C(=O)NC(C)C)cc1 (stereo not given)
  EBI2 block: -1

CC(=O)N1CCC(C(=O)N2c3ccccc3N=C(c3ccc4c(c3)OCO4)C2C(=O)Nc2c(C)cccc2C)CC1 (stereo not given)
  EBI2 block: -1

Going on with the list.
COC(=O)C[C@@H]1CC[C@H](NC(=O)CC2CC2)[C@@H](CO)O1
  EBI2 block: -2

CCCCNC(=O)c1nc(-c2ccncc2)oc1-c1ccc(OC(F)(F)F)cc1
  EBI2 block: 13

COc1cccc(Cn2c(C(C)n3c(C)nc4ccccc43)nc3ccccc32)c1 (stereo not given)
  EBI2 block: 4

Cc1cc2c(cc1C)-n1nnnc1C(N1CCN(CC(=O)N3CCCC3)CC1)C(=O)N2 (stereo not given)
  EBI2 block: 2

C[C@H](NC(=O)C[C@@H]1CC[C@H]2[C@@H](COC[C@H](O)CN2Cc2ccc(C(F)(F)F)cc2)O1)c1ccccc1
  EBI2 block: 1

CCCCNC(=O)C(NC(=O)c1ccc(C(F)(F)F)cc1)C(=O)c1ccccc1 (stereo not given)
  EBI2 block: -1

COc1ccc(NC(=O)C(c2ccc(OC)cc2)n2c(=O)c(-c3ccco3)nc3ccccc32)cc1 (stereo not given)
  EBI2 block: 13

CO[C@H]1CN(C)C(=O)c2ccc(NC(=O)C3CCC3)cc2OC[C@H](C)N(Cc2ccccn2)C[C@@H]1C
  EBI2 block: -10

CCOC(=O)[C@]12CCCC=C1N(Cc1ccccc1)C(=O)[C@H](CC(=O)N1CCOCC1)C2
  EBI2 block: 1

Cc1ccc(S(=O)(=O)N2C3CC(c4ccccc4)N(S(=O)(=O)c4ccccc4Cl)CC3C(=O)C[C@H]2c2ccccc2)cc1 (stereo not given in full)
  EBI2 block: 10

O=C(Nc1ccc2c(c1)OCCO2)C(c1ccccc1)n1c(=O)c(-c2cc3ccccc3[nH]2)nc2ccccc21 (stereo not given)
  EBI2 block: 3

COc1ccc(NC(=O)C(c2ccc(C(F)(F)F)cc2)n2c(=O)c(-c3ccco3)nc3ccccc32)cc1 (stereo not given)
  EBI2 block: 21

CN1CCN(C(=O)C[C@H]2CC[C@H]3[C@@H](COC[C@@H](O)CN3C(=O)C3CCCC3)O2)CC1
  EBI2 block: -9

CC1(C(=O)NCc2ccccc2)CN(S(C)(=O)=O)CC(=O)N1C1CC1 (stereo not given)
  EBI2 block: -14

N#Cc1ccc(C2CC(OCCF)=CC(=O)O2)cc1 (stereo not given)
  EBI2 block: 0

COc1ccccc1-n1cc(CN2CCc3onc(-c4ccc(Br)cc4)c3C2=O)nn1
  EBI2 block: 9

N#Cc1ccc(C(C(=O)NC2CCCCC2)n2c(=O)c(-c3ccccc3)nc3ccccc32)cc1 (stereo not given)
  EBI2 block: 22

Cc1cnc(-c2nc3ccccc3n2C(C(=O)Nc2c(C)cccc2C)C2CC2)cn1 (stereo not given)
  EBI2 block: -9

Cc1ccc(C)c(N2CCN(C3C(=O)Nc4ccccc4-n4nnnc43)CC2)c1 (stereo not given)
  EBI2 block: -8

Cc1cccc(C)c1NC(=O)C(c1ccccc1F)n1c(=O)c(-c2ccccc2)nc2ccccc21 (stereo not given)
  EBI2 block: 15

CCOC(=O)N1CCN(C(=O)C[C@@H]2C[C@@]3(C(=O)OC)CC(C)(C)CC=C3N(Cc3ccc4c(c3)OCO4)C2=O)CC1
  EBI2 block: -3

Cn1cc([C@]2(O)C(=O)Nc3ccc(Br)cc32)c2ccccc21
  EBI2 block: -1

Cc1ccc(CN2C(=O)CSCC2(C)C(=O)NCc2ccccc2)cc1 (stereo not given)
  EBI2 block: 3

CCCCCCCCN1CC(Cc2cc3ccccc3c3ccccc23)N(c2ccccc2)c2ccccc2C1=O (stereo not given)
  EBI2 block: -5

COc1ccc(OC)c(CN2C(=O)CN(S(C)(=O)=O)CC2(C)C(=O)Nc2c(C)cccc2C)c1 (stereo not given)
  EBI2 block: 1

Cc1ccc(S(=O)(=O)N2[C@H](CC(=O)c3ccc(Cl)c(Cl)c3)OC[C@@H]2C(C)C)cc1
  EBI2 block: 12

COc1ccc2cc(C3CC=C(CO)CN3S(=O)(=O)c3ccccc3[N+](=O)[O-])n(C(=O)OC(C)(C)C)c2c1 (stereo not given)
  EBI2 block: 12

CO[C@@H]1CN(C)C(=O)c2cc(NC(=O)NC3CCCCC3)ccc2OC[C@@H](C)N(CCc2ccccc2)C[C@@H]1C
  EBI2 block: 4

O=C(Nc1c(-c2ccccc2)[nH][nH]c1=O)c1ccc2c(c1)OCO2
  EBI2 block: -6

CCCCNC(=O)c1nc(C2CCN(S(=O)(=O)c3ccc(OC(F)(F)F)cc3)CC2)oc1-c1ccccc1
  EBI2 block: 2

Cc1cccc(S(=O)(=O)N[C@@H]2CC[C@@H](CCNS(=O)(=O)c3ccccc3F)O[C@@H]2CO)c1
  EBI2 block: 0

O=C(C[C@H]1CC[C@@H]2[C@H](COC[C@H](O)CN2C(=O)c2cnccn2)O1)NCc1ccc(Cl)cc1
  EBI2 block: -8

O=C(Nc1ccc(F)cc1)C(c1ccncc1)N1CCN(C(=O)c2ccco2)CC1 (stereo not given)
  EBI2 block: -5

COC(=O)[C@]12CCCCC=C1N(Cc1ccc3c(c1)OCO3)C(=O)[C@H](CC(=O)N1CCSCC1)C2
  EBI2 block: -3

O=C(NCc1ccccc1)C1C(c2ccccc2)=Nc2ccccc2N1C(=O)c1cnccn1 (stereo not given)
  EBI2 block: 0

O=C(C(=O)N1CCN(c2ccccc2)CC1)c1ccccc1
  EBI2 block: -1

c1ccc(C[C@H]2COc3c4ccccc4nn32)cc1
  EBI2 block: 3

Nc1ccc(CNC(=O)c2cc3cc(Cl)ccc3nc2N)cc1
  EBI2 block: -14

O=C(NC1CCCCC1)C(c1ccnc2ccccc12)n1c(=O)c(-c2cc3ccccc3[nH]2)nc2ccccc21 (stereo not given)
  EBI2 block: 6

COc1ccc(C(C(=O)NC2CCCCC2)n2c(=O)c(-c3cc4ccccc4[nH]3)nc3ccccc32)cc1 (stereo not given)
  EBI2 block: 0

COC(=O)C[C@H]1CC[C@H](NC(=O)Cc2ccccc2)[C@@H](CO)O1
  EBI2 block: -2

CC(C(=O)NC(C)(C)C)n1c(-c2ccc3c(c2)OCO3)nc2ccccc21 (stereo not given)
  EBI2 block: -2

COC(=O)[C@]12CCCCC=C1N(CCc1ccc(OC)c(OC)c1)C(=O)[C@H](CC(=O)N1CCOCC1)C2
  EBI2 block: -6

CCCCNC(=O)c1nc(C2CCN(S(=O)(=O)c3ccc(C(F)(F)F)cc3)CC2)oc1-c1ccccc1
  EBI2 block: 11

COC(=O)C[C@@H]1C=C[C@@H](NS(=O)(=O)c2cccc(OC)c2)[C@@H](CO)O1
  EBI2 block: -4

Nc1sc2c(c1C(=O)NCCc1ccccc1)CCCC2
  EBI2 block: 4

CC(C)(C)NC(=O)C(c1ccncc1)n1c(=O)c(-c2cc3ccccc3[nH]2)nc2ccccc21 (stereo not given)
  EBI2 block: 10

Cc1cccc(C)c1NC(=O)C1(C)CN(S(C)(=O)=O)CC(=O)N1Cc1ccc2c(c1)OCO2 (stereo not given)
  EBI2 block: 0

CCc1c(-c2ccc(OC)cc2)ncn1Cc1cccc(-c2ccccc2)c1
  EBI2 block: -6

COC(=O)[C@]12CCCCC=C1N(Cc1ccc3c(c1)OCO3)C(=O)[C@H](CC(=O)NCc1ccccc1)C2
  EBI2 block: 13

CCCCCCCCN1C(=O)[C@H](CC(=O)NCC2CCCCC2)C[C@@]2(C(=O)OCC)CCC=C12
  EBI2 block: 14

O=C(Nc1ccc2ccccc2c1)C(C1CC1)n1c(=O)c(-c2cc3ccccc3[nH]2)nc2ccccc21 (stereo not given)
  EBI2 block: 11

CCCNC(=O)N[C@H]1CC[C@@H](CCn2cc(-c3cccc(F)c3)nn2)O[C@@H]1CO
  EBI2 block: -1

CCCNC(=O)C[C@@H]1CC[C@H]2NC[C@H](O)COC[C@@H]2O1
  EBI2 block: -2

CC1(C)CC(Cc2ccccc2C(F)(F)F)N(C(=O)OC(C)(C)C)C1 (stereo not given)
  EBI2 block: -7

COc1ccccc1-c1nc2ccccc2n(CC(C)C)c1=O
  EBI2 block: -11

Cc1cc2c(cc1C)-n1nnnc1C(N1CCN(c3ccccc3F)CC1)C(=O)N2 (stereo not given)
  EBI2 block: -12

Cc1cccc(C)c1NC(=O)C1C(c2ccc3c(c2)OCO3)=Nc2ccccc2N1C(=O)c1cccc2ccccc12 (stereo not given)
  EBI2 block: 6

Cc1cccc(C)c1NC(=O)C1(C)CSCC(=O)N1CC(F)(F)F (stereo not given)
  EBI2 block: -2

O=C(NCc1ccccc1)C(c1ccccc1F)n1c(=O)c(-c2cc3ccccc3[nH]2)nc2ccccc21 (stereo not given)
  EBI2 block: 0

COc1ccc(OC)c(CN2C(=O)CSCC2(C)C(=O)Nc2c(C)cccc2C)c1 (stereo not given)
  EBI2 block: 2

CCNC(=O)C[C@@H]1CC[C@H]2[C@@H](COC[C@H](O)CN2C(=O)C2CC2)O1
  EBI2 block: -2

Cc1ccc(S(=O)(=O)C[C@@H]2OC[C@H](C(C)C)N2S(=O)(=O)c2ccc(C)cc2)cc1
  EBI2 block: 4

O=C(NCc1cccc(C(F)(F)F)c1)C1C(=O)Nc2ccccc2C(=O)N1C1CCCC1 (stereo not given)
  EBI2 block: -8

O=C1c2c(-c3ccc(Br)cc3)noc2CCN1Cc1cn(-c2ccc(Cl)cc2)nn1
  EBI2 block: -5

C=CCOC(=O)Nc1nc(CCNC(=O)OC(C)(C)C)c(C(=O)OC)s1
  EBI2 block: -5

COC(=O)[C@@]12C[C@@H](CC(=O)N3CCCC3)C(=O)N(CCc3ccc(OC)c(OC)c3)C1=CCC(C)(C)C2
  EBI2 block: 8

CCCCCNC(=O)C(c1ccc(-c2ccccc2)cc1)n1c(=O)c(-c2cc3ccccc3[nH]2)nc2ccccc21 (stereo not given)
  EBI2 block: -13

COC(=O)[C@@]12C[C@@H](CC(=O)NCc3cccc4ccccc34)C(=O)N(Cc3ccco3)C1=CCC(C)(C)C2
  EBI2 block: 20

COC(=O)C[C@H]1CC[C@@H]2[C@H](COC[C@H](O)CN2S(=O)(=O)c2ccccc2OC)O1
  EBI2 block: -3

COC(=O)C[C@@H]1C=C[C@H](NC(=O)Nc2ccc(OC)cc2)[C@@H](CO)O1
  EBI2 block: -1

O=C(NC1CCCC1)C(C1CC1)n1c(-c2ccnc3ccccc23)nc2ccccc21 (stereo not given)
  EBI2 block: 0

CCCCNC(=O)c1nc(-c2cnccn2)oc1-c1ccc(Cl)cc1
  EBI2 block: -11

CCCCCNC(=O)C(c1cc2ccccc2o1)n1c(=O)c(-c2ccccc2)nc2ccccc21 (stereo not given)
  EBI2 block: -5

Nc1sccc1C(=O)NCc1ccccc1
  EBI2 block: -3
